Source: PubChem BioAssay
FN deposit inh: fibronectin deposition inhibition; AH1F fibroblasts, Alexa488-fibronectin deposition fluorescence, overnight; inhibition, % at 12.6 µM; 350,000 tested, 0.086% active;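 active means mean inhibition across replicates of 30% or more, regardless of how many single replicates reach that level; inconclusive means mean under 30% yet at least half of replicates reach 30%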;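 further: positive control wells lacked labelled fibronectin entirely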
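material = AH1F fibroblast monolayer depositing Alexa488-labelled fibronectin into matrix | amount = 10000 AH1F cells/well | buffer or medium = DMEM plus 2% serum, read in PBS | incubation = 1 h cell adhesion before compound, then overnight fibronectin incubation | detection = fluorescence at 485 nm excitation, 525 nm emission | evaluation = percent inhibition as loss of matrix-bound fibronectin fluorescence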
CFTR F508del cor: correctors of CFTR F508del function in bronchial epithelial cells | 350,000 tested, 0.36% active | CFBE cells, YFP halide quenching; stimulated with forskolin plus potentiator P3; % fluorescence drop versus neutral controls | activity (quench increase), % at 7.58 µM;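 active means mean added fluorescence quench of at least 8% versus neutral control, with both replicates also reaching 8%; inconclusive means only one of the mean or replicate conditions met; inactive means mean below 8% and not both replicates reaching 8%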;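 further: cells transiently co-express mutant CFTR-F508del with the halide-sensitive YFP; corrector assay measuring rescue of mutant channel to the surface after 24 h compound exposure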
PglD inh: inhibitors of Campylobacter jejuni PglD acetyltransferase; inhibition, % at 12.5 µM; purified PglD enzyme, DTNB colorimetric CoA detection; 360,000 tested, 0.098% active; in the data active means inhibition above about 16%, passing the limit was not always enough; inconclusive means no clear call, values can overlap the other calls; further: strong numbers were not always called active
Cneo AK release: Cryptococcus neoformans lysis via adenylate kinase release | lysis activity, % at 15 µM | 360,000 tested, 0.2% active | C. neoformans lysis, adenylate kinase release luminescence, 4 h; normalised: neutral wells 0, clomiphene wells 100;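 active means mean lysis activity across replicates of at least 80%, whatever share of replicates individually reach that level; inactive means mean lysis activity below 80%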
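Material: C. neoformans cells | Amount: Yeast cell density of 5 × 10^6 cells/mL | Medium: Fresh YPD growth medium | Dosing: Single dose | Times: Static 4 h at 37 °C with compound, 1 h detection | Detection: AK luminescence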
PGC1a acetyl inh: lowers PGC1a acetylation signal in U2OS cells; AlphaScreen anti-acetyl-lysine; with virally co-expressed GCN5 acetyltransferase; inhibition, % at 15.6 µM; 350,000 tested, 0.17% active;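 active means every replicate shows inhibition of at least 40%; inconclusive means mean inhibition at least 40% but some replicate below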;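 further: 0% = neutral control wells and 100% = positive control wells; some results beyond the cut were filed as inactive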
INS-1E GSIS act: primary screen for activators of insulin secretion dependent on glucose, INS-1E cells, GLuc reporter luminescence; INS-1E GLuc reporter insulin secretion, 2-3 h; activation, % at 16.6 µM; 370,000 tested, 0.61% active;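 active means lowest replicate activation of at least 40%, so every replicate reaches that level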;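 further: 0% = median of neutral control wells and 100% = median of IBMX positive control wells; some compounds called inactive have numbers as strong as hits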
miR122 inh: miR-122 inhibition in Huh7 cells; activation (reporter increase), % at 12.5 µM; 340,000 tested, 0.3% active; AID 602342; Huh7 miR-122 Renilla luciferase sensor, 48 h; neutral wells = 0, positive control = 100;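 active means mean replicate activation score at least 90 and every replicate individually at or above 90; inconclusive means only one of the two criteria met; inactive means neither criterion met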;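 further: higher luciferase means less miR-122 activity so hits act as miR-122 inhibitors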
C2C12 statin: suppressors of simvastatin-induced myotoxicity in C2C12 myotubes. rescue of ATP level, % at 7.49 µM. 330,000 tested, 0.78% active. ATP luminescence, 48 h; scaled: DMSO 0, geranylgeraniol control 100;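 active means mean ATP rescue above about 67%, or every replicate alone reaching that limit, limit read from the data, passing the limit was not always enough; inconclusive means no clear call, values can overlap the other calls; inactive means mean under the limit and some replicate under it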;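 further: myotubes were challenged with 10 µM simvastatin during compound exposure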
* hit, by the source's call; ? = inconclusive; · = no result given; [ ] = dose if it differs, or a comment.

SMILES	FN deposit inh	CFTR F508del cor	PglD inh	Cneo AK release	PGC1a acetyl inh	INS-1E GSIS act	miR122 inh	C2C12 statin
CC1=CC(C)CC(C)OC(=O)CC(c2ccc(O)cc2)NC(=O)C(Cc2c(Br)[nH]c3ccccc23)N(C)C(=O)C(C)NC(=O)C(C)C1 (centres undefined)	10	-2.0	·	·	35	-12	1	·
CCN(CC)C(=O)c1ccc(NC(=O)CN2CCc3cc(OC)c(OC)cc3C2)cc1	5	1.1	7	2	-5	-1	3	-3
O=C(CSC1c2ccccc2-c2ccccc21)N/N=C/c1ccccc1C(=O)O	4	-1.2	·	·	3	-2	·	·
O=[As](O)(O)c1ccc(N=Nc2ccc(O)cc2)cc1	1	-2.1	-1	0	·	7	·	0
Cc1ccc(OCC(=O)N2CCCC(N3CCN(c4ccc(F)cc4)CC3)C2)cc1 (centres undefined)	-4	1.5	3	-1	2	-11	-2	8
CCc1ccc(N2C(=O)NC(=O)/C(=C\c3cccn3CCOc3ccc(C(C)C)cc3)C2=O)cc1	0	·	0	-2	·	17	-1	·
CCCNC(=O)N1[C@H]2CC[C@@H]1C(C(=O)OC)=C(c1cc3ccccc3s1)C2	0	-1.3	2	0	-11	-8	-4	10
Cc1cc(=O)oc2cc(OCC(=O)N3CCC(C(=O)O)(c4ccccc4)CC3)ccc12	·	-0.2	3	-2	11	-11	1	-5
O=c1[nH]c(=S)[nH]c(O)c1N=Nc1ccc2c(c1)OCCO2	-1	0.0	4	-3	13	-5	-30	22
Cc1ccc2nc(N3CCN(C)CC3)[nH]c2c1	23	·	1	-4	-26	·	1	5
Cc1cccn2c(NCC3CCCO3)c(C(C)C)nc12 (centres undefined)	15	·	8	9	·	·	-1	·
CCN1CCN(Cc2cc(Br)cc(Br)c2O)CC1	1	·	-3	13	-9	·	-11	8
O=c1[nH]c(=O)n(Cc2ccccc2)c(O)c1C=NCCN1CCOCC1	-4	·	-2	-1	4	10	-2	5
Cc1cc(C)c(C(=O)CN2CCOCC2)c(C)c1	·	·	-3	-4	-3	-11	-1	-2
CC1CCC[C@H](O)CCCCCc2cc(O)cc(O)c2C(=O)O1 (some centres undefined)	-10	-2.5	2	0	?	·	-18	-3
CC(C)CCP(=O)(O)c1ccccc1	·	-4.0	-9	-1	0	7	-4	-3
COc1cc(C=C2C(=O)NC(=O)NC2=O)ccc1OCc1ccc([N+](=O)[O-])cc1	1	0.7	1	-1	·	-1	0	17
Cc1ccc(-c2nn(Cc3ccccc3)cc2C(=O)O)cc1	2	-3.4	·	·	4	-4	1	10
CN1C(=O)N(C)C(=O)C2(Cc3ccccc3N3CCOCC32)C1=O (centres undefined)	-9	·	-2	-12	-10	·	-8	8
CCCCOC(=O)c1ccccc1C(=O)OCc1ccccc1	·	2.9	-5	8	17	-31	4	8
OC(c1ccccc1)(c1ccccc1)C1CCCN1 (centres undefined)	·	-1.5	4	4	0	5	0	-24
COC(=O)C1=C(c2cccc(C#N)c2)C[C@@H]2CC[C@H]1N2C(=O)NCc1ccco1	-5	0.3	8	1	·	-9	·	-20
C[C@H](CO)N1C[C@H](C)[C@@H](CN(C)C(=O)Oc2cccc3ccccc23)OCc2cnnn2CCCC1=O	4	2.1	-2	11	4	-1	-4[16.7 µM]	27
COc1ccc(-n2nnnc2C(CCSC)N2CCC3(CC2)C(=O)NCN3c2ccccc2)cc1 (centres undefined)	·	7.3	-6	1	-16	-38	2	-9
CCOC(=O)c1c(C)n(Cc2ccco2)c2c1cc(O)c1ccccc12	0	·	0	0	-6	·	9	0
CCCCOc1ccc(C(C)=O)cc1Cc1c(O)[nH]c(=S)[nH]c1=O	-8	0.6	11	0	-2	1	-1	13
CN1OC[C@@H]2CN[C@H](c3ccccc3Br)C[C@@H]21	1	-0.2	6	0	20	-13	-1	-2
CCCCn1c(N)c(C(=O)OCCOC)c2nc3ccccc3nc21	-1	-0.7	-5	-1	5	-13	13	·
COC(=O)C1=C(c2ccccc2OCc2ccccc2)C[C@@H]2CC[C@H]1N2C(=O)NCCN1CCOCC1	0	-1.8	5	-4	·	7	·	7
O=C(COc1ccc(Cl)cc1)N1CCN(Cc2ccccc2)CC1	·	-0.6	1	2	3	-2	·	23

Profiles as entered above:
Entry for COC(=O)C1=C(c2ccccc2OCc2ccccc2)C[C@@H]2CC[C@H]1N2C(=O)NCCN1CCOCC1 = FN deposit inh = 0; CFTR F508del cor = -1.8; PglD inh = 5; Cneo AK release = -4; PGC1a acetyl inh = ·; INS-1E GSIS act = 7; miR122 inh = ·; C2C12 statin = 7
Entry for CCCCn1c(N)c(C(=O)OCCOC)c2nc3ccccc3nc21 = FN deposit inh = -1; CFTR F508del cor = -0.7; PglD inh = -5; Cneo AK release = -1; PGC1a acetyl inh = 5; INS-1E GSIS act = -13; miR122 inh = 13; C2C12 statin = ·

Next part.
SMILES	FN deposit inh	CFTR F508del cor	PglD inh	Cneo AK release	PGC1a acetyl inh	INS-1E GSIS act	miR122 inh	C2C12 statin
O=C(O)C(O)(c1ccccc1)C1CCCCC1 (centres undefined)	4	-1.3	-9	-2	4	3	-6	2
CCOc1cccc(=NC2CCCCC2)c2c(C)n(C)c(C)c12	-14	1.2	5	1	-9	-27	-3	·
Cn1cc(Br)c(C(=O)Nc2ccc3c(C(F)(F)F)cc(=O)oc3c2)n1	·	-2.4	3	1	5	2	-3	5
COC(=O)C(C)Oc1cc(C)cc2oc(=O)c3c(c12)CCC3 (centres undefined)	·	·	2	-1	-18	·	19	8
Cc1cccc(N2C(=O)CC(=O)NC2=O)c1	·	·	6	0	3	·	-10	12
Cc1cccc(NC(=O)N2CC3CC(C2)c2cccc(=O)n2C3)c1 (centres undefined)	·	-0.1	-2	0	·	6	·	1
C=CCn1c(O)c(C(CC)=NCCC2=CCCCC2)c(=O)[nH]c1=O	-14	·	-8	-3	·	·	-8	26
O=c1c2ccccc2nc(Cc2cccc([N+](=O)[O-])c2)n1-c1ccc(O)cc1	-9	-1.4	-3	5	1	33	1	·
COc1ccc(OC(=O)N(C)C[C@@H]2OCc3ccccc3-c3c(n(C)c4ccccc34)C(=O)N([C@@H](C)CO)C[C@H]2C)cc1	1	1.1	·	·	-32	-33	·	·
CCCN(CCC)C1CCc2ccc(O)cc2C1 (centres undefined)	-1	-7.7	-2	0	14	·	-4	0
Cn1c(N)c(C(=O)COC(=O)Cc2ccccc2)c(=O)n(C)c1=O	-6	-3.6	-1	0	7	-15	-2	-2
CCn1cc(C=C2C(=O)N(C)C(=O)N(C)C2=O)c2ccccc21	4	-1.0	1	1	-4	2	0	1
COc1cc2c(c(OC)c1OC)-c1ccc(O)c(=O)cc1[C@@H](NC(C)=O)CC2	-6	-0.4	1	11	·	-6	·	-13
Cn1cc(C(=O)OCC(=O)Nc2ccccc2)c2ccccc21	-1	0.1	2	5	5	-18	-8	9
CNCC(O)c1cc(F)c(OCc2ccccc2)c(OCc2ccccc2)c1F (centres undefined)	-6	-4.0	2	1	·	20	·	-40
CN1CCN(c2nc3ccccc3o2)CC1	-3	-1.1	-5	0	6	11	-7	2
NP(=O)(Nc1ccccc1)Nc1ccccc1	·	-3.4	-7	0	6	-7	-1	6
O=c1[nH]c(=O)n(Cc2ccc(F)cc2)c(O)c1C=NCCN1CCCCC1	-17	·	3	-1	·	·	18	9
Nc1ncnc2c1ccn2[C@@H]1O[C@H](CO)[C@@H](O)[C@H]1O	·	-13	5	0	-110	-26	-25	-312
Cc1cc(O)c2c(c1)C(=O)C13C(=C2O)C(=O)[C@H]2[C@@H](O)[C@@H]1[C@H]1[C@H](O)[C@@H]3C(=O)C3=C(O)c4c(O)cc(C)cc4C(=O)C312 (some centres undefined)	·	·	-5	1	0	·	-1	-272
Cc1ccccc1-n1c(O)c(/C=N/NC(=O)c2ccncc2)c(=O)[nH]c1=O	-6	-2.4	·	·	-1	-7	·	-13
CC(C)(C)[C@]1(O)C[C@@H]2OC(=O)C[C@@]23C(=O)O[C@@H]2OC(=O)[C@H](O)[C@]213	-1	1.4	5	0	0	-5	4	0
NCCNc1ccc([N+](=O)[O-])c2cccnc12	9	-2.1	·	·	15	24	·	·
CC1C(=O)OC2CCN3CC4OC4(COC(=O)C(C)(O)C1(C)O)C23 (centres undefined)	-9	0.3	·	·	-16	8	2	·
COc1ccc2c(c1O)C13CCN(C)C(C2)C1CCC(=O)C3 (centres undefined)	4	2.9	5	2	1	17	4	·
COc1ccccc1NC1=NCCS1	8	·	0	2	·	·	-2	·
Cc1ccccc1NS(=O)(=O)c1ccc(OCC(=O)N2CCN(C)CC2)cc1	7	-5.8	1	0	·	0	-1	-4
CO[C@H]1C=C2CCN(C)[C@H]2C2c3cc4c(cc3C(=O)O[C@@H]21)OCO4 (some centres undefined)	0	-3.5	2	-1	-2	·	-2	6
Cc1ccc(-c2cc(-c3ccccc3)cc(-c3ccccc3)[n+]2-c2ccc(C(=O)O)cc2)cc1	-2	-2.8	0	0	0	5	-3	1
CSc1ncc(CN2CCCC(C(=O)c3ccccc3SC)C2)cn1 (centres undefined)	-14	1.0	4	-2	4	-1	-13	·
Cn1cc(C=O)c2nccnc21	-4	-2.2	10	16	4	·	-4	2
O=C(COC(=O)Cc1ccccc1)Nc1ncc(Cl)cc1Cl	·	·	1	2	5	-5	-6	-5
CCOC(=O)CNC(=O)N1Cc2cc(N3CCOCC3)ccc2-n2nncc2C1	-1	-1.5	-1	0	-12	0	-2	5
CCCCn1c(O)c(C(CC)=NCc2ccc(F)cc2)c(=O)[nH]c1=O	-3	·	3	-2	2	·	0	15
C[C@]12CCC3C(CC[C@H]4C[C@H](O)CC[C@]34C)C1C[C@H](O)[C@H]2O (some centres undefined)	-9	-5.1	2	-2	-7	·	-4	14
CC(C)(C)n1nnnc1C(c1ccnc2ccccc12)N1CCC2(CC1)C(=O)NCN2c1ccccc1 (centres undefined)	3	-7.8	-2	1	-2	4	7	1
CCOC(=O)C(O)(c1ccc(NC(=O)c2ccc(Cl)c(Cl)c2)cc1)C(F)(F)F (centres undefined)	-4	-2.2	-3	-3	-16	·	-1	-33
COc1ccc(O)c(CN2CCCC(C(=O)c3sccc3C)C2)c1 (centres undefined)	-3	-0.5	1	1	·	16	·	·
O=C(c1cccc(C(F)(F)F)c1)C1CCCN(Cc2ncc[nH]2)C1 (centres undefined)	-14	-0.7	-1	-2	4	-40	-1	·
COc1ccc(CC2C(=O)N(C)C(=O)N(C)C2=O)c(OC)c1	1	·	-1	0	·	6	0	·
O=C(Cc1ccccc1)N1CCCCN2[C@H](C1)[C@@H](c1ccc(C#CC3(O)CCCC3)cc1)[C@@H]2CO	·	-1.3	-2	0	3	12	5[16.7 µM]	·
NS(=O)(=O)OC(CCc1ccccc1)C(Cl)(Cl)Cl (centres undefined)	8	-1.1	-4	-2	0	·	4	-5
COc1ccc(-n2nnnc2C(c2ccnc3ccccc23)N2CCC(n3c(=O)[nH]c4ccccc43)CC2)cc1 (centres undefined)	·	3.3	2	-9	-1	-12	-3	-22
CCCCNS(=O)(=O)c1ccc(OCC(=O)N2CCN(Cc3ccc4c(c3)OCO4)CC2)cc1	·	-0.3	5	0	2	-66	4	-12
CNCCCc1ccccc1	1	·	5	-5	-1	·	4	2
COc1cc([C@@H]2c3cc4c(cc3[C@@H](OC)[C@H]3COC(=O)[C@H]23)OCO4)cc(OC)c1O	-9	9.3*	1	4	·	-12	·	-64

Some of the compounds tested; rates above refer to the full screens.
